E-selectin induc – E-selectin induction in HUVECs, primary screen, imaging, HUVEC, immunofluorescence imaging, single point; activation, % at 7.58 µM; normalized: neutral wells 0, TNF-alpha wells 100; P16581; hit rate 0.37% among 260,000;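 active means mean E-selectin-positive cell signal at least 10% of the positive control, reached in at least 60% of replicates, without over 20% cell loss; inconclusive means no rule given, readout overlaps actives, possibly toxicity-flagged; inactive means the rest, including those meeting only one limit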;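 further: in these data hits start at about 27%; measured in HUVEC primary endothelial cells; signal is the percent of cells scored E-selectin positive by PE staining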
Target sequence (P16581 whole entry, looked up): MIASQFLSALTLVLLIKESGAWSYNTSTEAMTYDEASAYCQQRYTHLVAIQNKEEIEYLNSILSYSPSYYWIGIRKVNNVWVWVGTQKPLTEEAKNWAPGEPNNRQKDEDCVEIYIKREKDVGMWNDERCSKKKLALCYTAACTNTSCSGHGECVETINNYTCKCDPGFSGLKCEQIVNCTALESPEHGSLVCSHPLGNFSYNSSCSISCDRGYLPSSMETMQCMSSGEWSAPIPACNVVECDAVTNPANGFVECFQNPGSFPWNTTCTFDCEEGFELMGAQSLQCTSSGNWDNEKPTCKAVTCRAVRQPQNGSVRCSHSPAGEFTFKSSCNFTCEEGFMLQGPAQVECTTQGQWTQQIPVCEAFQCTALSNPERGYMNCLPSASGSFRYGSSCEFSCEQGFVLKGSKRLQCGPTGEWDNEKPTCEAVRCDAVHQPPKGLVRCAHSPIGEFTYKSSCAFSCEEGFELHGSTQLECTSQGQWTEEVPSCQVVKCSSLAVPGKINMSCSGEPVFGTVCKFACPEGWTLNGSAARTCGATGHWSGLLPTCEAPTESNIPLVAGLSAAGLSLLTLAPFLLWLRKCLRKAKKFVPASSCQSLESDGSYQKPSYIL
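Assay system: HUVEC primary endothelial cells. Input: 3,000 HUVEC seeded per well. Doses: one compound dose added by pin transfer. Read-out basis: % PE-positive cells. Benchmarks: TNF-alpha high, DMSO low. Detection: immunofluorescence imaging. Buffer or medium: EGM-2, gelatin.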
XiGFP reactiv – activators of inactive X chromosome reactivation, primary screen, imaging, XiGFP fibroblasts, GFP high-content imaging, set 2. XiGFP mouse fibroblasts, % GFP-positive cells imaging, 3 d; cells co-treated with 5-aza-dC sensitizer; scaled so ellipticine positive control = 100%. activation, % at 7.58 µM. hit rate 0.055% among 360,000;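 active means mean normalized replicate activation at least 10% and every replicate at or above 10%; inconclusive means only one of the two criteria met; inactive means mean below 10% and not all replicates reach 10%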;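 further: 0% = median of on-plate neutral control wells and 100% = ellipticine 6 µM median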
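System: XiGFP fibroblasts, SV40-immortalized. Medium: DMEM plus 5-aza-dC sensitizer. Doses: single point. Timing: 3 d treatment, 15 min room-temperature fixation. Control set: ellipticine 6 µM.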
CFTR F508del cor – F508del CFTR correction, initial screen, CFBE line, single point | CFBE cells, YFP halide quenching; stimulated with forskolin plus potentiator P3; % fluorescence drop versus neutral controls | activity (quench increase), % at 7.58 µM | hit rate 0.36% among 350,000;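 active means mean added fluorescence quench of at least 8% versus neutral control, with both replicates also reaching 8%; inconclusive means only one of the mean or replicate conditions met; inactive means mean below 8% and not both replicates reaching 8%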;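 further: cells transiently co-express mutant CFTR-F508del with the halide-sensitive YFP; corrector assay measuring rescue of mutant channel to the surface after 24 h compound exposure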
GSIS activator – GLuc luminescence reporter in INS-1E cells, primary screen for activators of glucose-dependent secretion of insulin; INS-1E GLuc reporter insulin secretion, 2-3 h; activation, % at 16.6 µM; hit rate 0.61% among 370,000;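 active means lowest replicate activation of at least 40%, so every replicate reaches that level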;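 further: 0% = median of neutral control wells and 100% = median of IBMX positive control wells; some compounds called inactive have numbers as strong as hits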
RAD52 anneal inh – RAD52 DNA annealing inhibitors, primary screen, biochemical, FRET, single point, set 2 | DNA repair protein RAD52 homolog (Homo sapiens), P43351 | inhibition, % at 18.7 µM | hit rate 0.46% among 360,000 | recombinant RAD52 DNA annealing, FRET fluorescence | AID 651710, 2012;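 active means every replicate showing at least 50% inhibition; inconclusive means mean inhibition at least 50% but not in every replicate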
Target sequence (P43351 whole entry, looked up): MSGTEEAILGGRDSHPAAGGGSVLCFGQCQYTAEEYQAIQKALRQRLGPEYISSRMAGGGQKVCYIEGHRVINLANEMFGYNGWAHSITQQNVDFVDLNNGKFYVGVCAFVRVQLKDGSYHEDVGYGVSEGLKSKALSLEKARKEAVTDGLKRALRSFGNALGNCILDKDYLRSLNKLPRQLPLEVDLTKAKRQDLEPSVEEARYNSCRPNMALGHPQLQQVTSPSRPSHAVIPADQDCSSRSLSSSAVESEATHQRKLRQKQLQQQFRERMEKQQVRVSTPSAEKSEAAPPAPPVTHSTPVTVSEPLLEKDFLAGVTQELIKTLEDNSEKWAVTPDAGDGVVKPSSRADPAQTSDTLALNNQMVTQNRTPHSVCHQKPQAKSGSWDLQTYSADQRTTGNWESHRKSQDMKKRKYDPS
DENV2 CPE rescue – inhibitors of DENV2 cytopathic effect, primary screen, cell-based, plate reader, single concentration; DENV2-infected cells, cytopathic effect rescue; CPE inhibition, % at 9.99 µM; hit rate 1.7% among 350,000; AID 651640, 2012; in the data active means CPE inhibition above about 20%, passing the limit was not always enough; inconclusive means no clear call, values can overlap the other calls; tested in BHK-21 cells;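 further: 0% = median of neutral control wells and 100% = median of positive control wells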
RAD54 branch – inhibitors of human RAD54 branch migration, primary screen, biochemical, fluorescence, single point | DNA repair and recombination protein RAD54-like (Homo sapiens), Q92698 | RAD54 Holliday junction branch migration, FAM/BHQ fluorescence | inhibition, % at 10.4 µM | hit rate 0.14% among 360,000 | AID 602329, 2012;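 active means mean normalized replicate activity at least 40 and at least half of replicates scoring 40 or more; inconclusive means only one of the two criteria met; inactive means mean below 40 and under half of replicates reaching 40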;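 further: 0% = median of neutral control wells and 100% = median of positive control wells; inhibitors cause a drop in the FAM fluorescence signal; in these data hits start at about 50%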
Casp6 inh – human caspase-6 inhibitors, primary screen, biochemical, VEID-R110 fluorescence, single point, set 2; purified caspase-6, Z-VEID-R110 cleavage fluorescence; inhibition, % at 12.5 µM; hit rate 0.53% among 350,000;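 active means mean inhibition across replicates at least about 35%, with every replicate also reaching that limit, limit read from the data; inconclusive means only one of the two criteria met; inactive means neither criterion met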;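 further: 0% = median of neutral control wells and 100% = no fluorescence left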
Starred values were filed as active, the others as inactive; ? = inconclusive; . = no result given.

SMILES | E-selectin induc | XiGFP reactiv | CFTR F508del cor | GSIS activator | RAD52 anneal inh | DENV2 CPE rescue | RAD54 branch | Casp6 inh
CCOc1ccccc1-n1c(SCC(=O)Nc2ccccc2C(=O)O)nc2ccccc2c1=O | . | 0.0 | 1.3 | -12 | -2 | -1 | -19 | 1
Cc1noc(C)c1S(=O)(=O)N1CCCc2nc(-c3ccccc3)ccc21 | 0.7 | 0.2 | -1.1 | . | -24 | 5 | . | 1
COc1cccc(/C=C(\CC(=O)O)c2nc3ccccc3s2)c1 | . | 0.0 | -0.8 | 9 | -14 | . | -1 | -1
O=C(NNC(=S)Nc1ccc(Cl)cc1)c1cccs1 | . | 0.1 | -3.3 | -33 | -21 | -2 | . | -1
CCn1cc(C(=O)NC(=S)Nc2ccccc2[N+](=O)[O-])cn1 | -0.2 | 0.3 | 0.8 | 10 | -15 | -2 | -13 | -2
O=C(NCc1ccccc1)[C@H]1CCCN1C(=O)[C@H]1CCCN1C(=O)c1ccccc1C(F)(F)F | -0.1 | 0.0 | 0.1 | . | 1 | -4 | . | -6
NNC(=O)CS(=O)(=O)CS(=O)(=O)CC(=O)NN | 7.5 | 0.4 | 2.5 | 18 | -9 | -1 | . | -1
COc1cc(OC)cc(-c2cc3nc4c(c(N5CCN(c6ncccn6)CC5)n3n2)CCCC4)c1 | . | . | -0.8 | 4 | -62 | 6 | . | -1
C[C@H](c1ccccc1)N1C[C@H](COCc2ccccc2)Oc2cc(N3CC[C@H](O)C3)ccc2S1(=O)=O | -0.1 | 0.0 | 1.2 | 15 | -10 | -5 | . | -4
C/C=C/c1ccc([C@H]2[C@@H](CO)N3CCCCN(S(=O)(=O)c4ccccc4)C[C@@H]23)cc1 | 0.1 | 0.1 | 0.2 | -13 | -19 | 115* | -2 | 5
C[C@@H]1CCCCO[C@H](CN(C)S(=O)(=O)c2cccs2)[C@H](C)CN([C@@H](C)CO)C(=O)c2cc(NC(=O)CCCN(C)C)ccc2O1 | -0.2 | 0.0 | 0.5 | 2 | 22 | . | 0 | -5
CN(C)c1ccc(CCc2ccc(N)cc2)cc1 | . | -0.1 | -0.2 | -6 | -14 | 26* | -3 | 0
O=C(/C=C/c1ccccc1)Nc1sc2c(c1C(=O)O)CCC2 | 9.6 | . | 0.4 | -35 | -17 | -4 | -13 | 7
CC(=O)N(C)C[C@@H]1Oc2cc(C#CC(C)(C)O)ccc2S(=O)(=O)N([C@@H](C)CO)C[C@H]1C | -0.3 | -1.0 | -0.1 | 7 | -27 | 14 | 1 | 0
COc1ccc(/C=C/C(=O)NCC(=O)N/N=C(\C)Cc2ccccc2)cc1 | -0.1 | -0.1 | 0.4 | -10 | -13 | -4 | . | 0
Cc1cc(C)c2c(NC(=O)CCl)nn(C)c2n1 | 0.1 | 0.0 | -0.4 | . | -8 | ? | 6 | 1
COCC(=O)N(C)C[C@@H]1Oc2cc(-c3cccnc3)ccc2S(=O)(=O)N([C@@H](C)CO)C[C@@H]1C | 0.6 | -0.9 | -0.2 | 17 | -2 | 11 | 6 | 0
CC(C)C(NS(=O)(=O)c1ccccc1)C(=O)NC1CCCC1 (centres undefined) | 0.1 | 0.0 | 0.4 | 8 | 4 | -10 | -2 | 2
O=C(Cc1ccc(F)cc1)N[C@@H]1c2ccccc2CC[C@@H]1OCc1ccccc1 | -0.2 | 0.2 | 1.9 | 1 | -5 | -11 | -4 | 1
Cc1cccc(C)c1NC(=O)CSc1nnc(C)n1CC1CCCO1 (centres undefined) | -0.8 | 0.0 | 0.7 | -7 | -7 | 9 | . | 0
C/C=C/c1cnc2c(c1)C(=O)N([C@H](C)CO)C[C@H](C)[C@@H](CN(C)CC1CCOCC1)O2 | 0.2 | 0.1 | -1.2 | 1 | 4 | 4 | 1 | 2
CC(C)=CC(=O)OCC(=O)Nc1cc(C)cc(C)c1 | 1.8 | 0.4 | 2.2 | 2 | -5 | . | -3 | -2
O=C(c1ccc(F)cc1)N(c1ccccn1)C1CCCCC1 | 0.5 | 1.0 | 1.7 | 5 | -14 | 4 | 5 | -3
CC(C)=CCN1CCN(Cc2ccc(C)s2)CC1CCO (centres undefined) | . | 0.1 | -0.2 | 5 | -10 | -5 | . | -3
O=C(C1CCC1)N1CC(=O)N2[C@H](C1)[C@@H](c1ccc(Br)cc1)[C@@H]2CO | 0.2 | 0.1 | 1.9 | 3 | 16 | 3 | . | -1
Cc1ccnc(N2CCC(C(=O)NCc3ccccc3F)CC2)n1 | -0.2 | 0.0 | -1.6 | -2 | -12 | 5 | . | -6
Cc1ccc(CS(=O)(=O)CCC(=O)NCCN2CCCC2)cc1 | . | . | -3.6 | -1 | -14 | . | . | -32
O=C1C=C(c2ccc(Oc3ccccc3)cc2)C[C@@H](c2ccc3c(c2)OCO3)C1 | 1.4 | -0.2 | 0.6 | 21 | -6 | -8 | 8 | -1
COC(=O)c1cc2occc2n1CC(=O)N(C)C1CCCCC1 | . | . | -0.9 | 17 | -6 | -2 | . | -3
Cn1c(=O)c2[nH]c(CCCc3ccc([N+](=O)[O-])cc3)nc2n(C)c1=O | 0.0 | 0.0 | 0.6 | 19 | -27 | -5 | . | -5
O=C(c1ccc(F)cc1)N1CCN(S(=O)(=O)c2ccc(Br)cc2)CC1 | . | 0.0 | -2.7 | 4 | -2 | 4 | -7 | -2
CC(=O)N1CC[n+]2c(-c3ccc(Cl)cc3)csc21 | . | 0.2 | -2.0 | 3 | -10 | . | . | 4
O=C(N[C@H]1CC[C@@H](CCn2cc(-c3ccccn3)nn2)O[C@@H]1CO)c1ccccc1 | -0.4 | 0.1 | -0.9 | 8 | -15 | -2 | -9 | 2
COC(=O)[C@H]1[C@H](CO)[C@H]2Cn3c(ccc(-c4ccccc4)c3=O)[C@H]2N1CCc1ccccc1 | 1.2 | 0.3 | 0.3 | -12 | -15 | -4 | -20 | 0
COc1ccccc1-c1cn(CC[C@@H]2CC[C@H](NS(=O)(=O)c3ccccc3C)[C@@H](CO)O2)nn1 | -0.3 | 0.3 | -1.8 | -14 | 6 | -1 | -1 | 2
CC(=O)N(C)C[C@H]1Oc2cc(C#CC(C)C)ccc2S(=O)(=O)N([C@@H](C)CO)C[C@@H]1C | -0.4 | -0.1 | 2.0 | 7 | 19 | -9 | -5 | -2
COc1ccc(NC(=O)CSc2ccc3nnc(CCNC(=O)c4ccccc4)n3n2)cc1OC | -0.2 | -0.1 | -1.2 | 5 | -11 | 4 | -4 | 0
COc1ccc(C(=O)Nc2ccc(S(=O)(=O)NC(C)=O)cc2)cc1[N+](=O)[O-] | . | 0.0 | -1.5 | 5 | -10 | . | . | 2
CO[C@@H](CN(C)C(=O)C1CCOCC1)[C@H](C)CN([C@@H](C)CO)S(=O)(=O)c1ccccc1 | -0.1 | 0.1 | 1.4 | 7 | -10 | 8 | -3 | -1
Cn1c(=O)c2sc3c(c2n(CC(=O)Nc2ccccc2)c1=O)COC(C)(C)C3 | . | 0.0 | -1.1 | -11 | -6 | -4 | -8 | 2
O=C(NC1=NCCS1)c1cc(-c2cccnc2)nc2ccccc12 | 12 | 0.1 | 0.0 | -1 | -25 | -6 | . | 1
CC(=O)c1ccc(N2CCN(C(=O)c3cc4c(s3)CCCC4)CC2)cc1 | -2.2 | -0.3 | 1.6 | -7 | -18 | -4 | . | 0
C[C@H](O)C#Cc1cnc2c(c1)C(=O)N([C@@H](C)CO)C[C@@H](C)[C@H](CN(C)CC1CCCC1)O2 | 0.6 | -0.1 | -1.3 | 9 | -21 | -9 | -6 | -5
S=C(Nc1ccc(Cl)cc1Cl)Nn1cnnc1 | . | 0.6 | . | 3 | -13 | 2 | 3 | 0
CCNC(=O)[C@@H]1[C@@H](CO)[C@@H]2Cn3c(cccc3=O)[C@H]1N2C(=O)c1ccc(F)cc1 | 0.1 | 0.8 | -2.8 | 12 | -12 | -7 | . | -1
C[C@H](CO)N1C[C@H](C)[C@@H](CN(C)C(=O)c2ccccc2)Oc2cc(/C=C/c3ccccc3)ccc2S1(=O)=O | ? | -1.2 | -2.7 | -15 | -3 | 10 | -1 | 2
NC(=O)c1ccccc1N=Cc1cccnc1 | 0.8 | 0.0 | -0.8 | 6 | -8 | -8 | . | 6
CCC(=O)N1CC[C@@H]2[C@@H](CO)Nc3ccc(-c4ccc(F)cc4)cc3[C@@H]21 | 1.2 | 0.9 | -0.7 | -11 | 12 | -1 | 2 | 0
COC(=O)c1cccc(NC(=O)CN2C(=O)C3CCCCC3C2=O)c1 (centres undefined) | 0.0 | -0.1 | -0.8 | 31 | -8 | 16 | -4 | 5
O=C(COC(=O)Cc1c(Cl)cccc1Cl)NCc1ccco1 | 0.4 | 0.2 | -3.7 | 1 | -16 | 16 | -2 | 30
O=C(Nc1cccc(F)c1)N1CCCCN2[C@H](C1)[C@H](c1ccc(C#Cc3cccnc3)cc1)[C@@H]2CO | 0.0 | 0.1 | -0.4 | -12 | 12 | 7 | -2 | 0
CS(=O)(=O)N1[C@@H]2c3ccc(-c4ccc(F)cc4)c(=O)n3C[C@H]1[C@H](CO)[C@H]2C(=O)NCC1CC1 | -0.3 | 0.5 | -2.7 | 19 | -4 | 121* | -2 | -2
Cc1cc(C)n(CCC(=O)N2CCCC(Nc3ccc(F)cc3)C2)n1 (centres undefined) | -0.4 | 0.2 | -0.1 | 10 | 12 | 5 | -1 | -1
O=C(NCCN1CCOCC1)C12CC3CC(C1)CC(c1ccccc1)(C3)C2 | . | 0.1 | 1.0 | 11 | -9 | 1 | . | -5
COC(=O)COc1cccc(NS(=O)(=O)c2ccc(NC(C)=O)cc2)c1 | . | . | 1.0 | 0 | 6 | 3 | -8 | 3
CC1=C(C(=O)OCC2CCCCC2)C(c2ccc(O)cc2)NC(=O)N1 (centres undefined) | . | 0.2 | 3.5 | -26 | -11 | -4 | -6 | 0
Cc1nn(C(C)C(=O)Nc2ccc3c(c2)OCO3)c(C)c1[N+](=O)[O-] (centres undefined) | . | -0.1 | -1.1 | -5 | -4 | 14 | -2 | 0
CC(NC(=O)C12CC3CC(CC(C3)C1)C2)C(=O)NN=Cc1ccc([N+](=O)[O-])o1 (centres undefined) | 1.1 | 0.3 | -3.5 | -47 | -28 | -2 | 4 | 4
O=C(C[C@H]1C=C[C@H](NC(=O)c2cccnc2)[C@H](CO)O1)NCc1ccncn1 | -0.2 | 0.7 | 1.0 | 9 | 19 | -2 | . | 1
COCCNCC(=O)Nc1ccc(OC(F)(F)F)cc1 | 0.6 | 0.9 | 3.8 | 12 | 5 | 0 | -7 | 0
COc1ccc2c3c(n(C)c2c1)[C@H](CO)N(C(=O)NC(C)C)CC31CN(C(=O)NC(C)C)C1 | -0.1 | 0.3 | -1.9 | 12 | -7 | 7 | . | 2

From PubChem BioAssay
